# HEK cytotox = kills HEK 293 cells; hit rate 6.6% among 94,000; Potency, µM (series often up to 115 µM), inactives show at the top dose activity change, negative = cytotoxicity, hits mostly inhibitors; AID 1345083; HEK 293 viability, ATP luminescence (CellTiter-Glo), 48-72 h; further: potency means the concentration at half of the fitted maximal effect; nearly all actives have a fitted effect of over 60% in size
#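 HEK 293 seeded at 250 cells/well receive compound via pintool. After 48 or 72 hr at 37 degree Celsius, 5% CO2 and 95% humidity, CellTiter-Glo is dispensed and luminescence read following 10 min at room temperature.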
# IP6K1 inh = inhibitors of human IP6K1; Q92551; IP6K1 kinase, ADP-Glo luminescence, 2 h; stronger effect = lower value; activity change, % (series mostly up to about 58 µM); hit rate 0.81% among 140,000; AID 1645851; in the data active means activity change below about -25%
# Target sequence (Q92551 whole entry, looked up): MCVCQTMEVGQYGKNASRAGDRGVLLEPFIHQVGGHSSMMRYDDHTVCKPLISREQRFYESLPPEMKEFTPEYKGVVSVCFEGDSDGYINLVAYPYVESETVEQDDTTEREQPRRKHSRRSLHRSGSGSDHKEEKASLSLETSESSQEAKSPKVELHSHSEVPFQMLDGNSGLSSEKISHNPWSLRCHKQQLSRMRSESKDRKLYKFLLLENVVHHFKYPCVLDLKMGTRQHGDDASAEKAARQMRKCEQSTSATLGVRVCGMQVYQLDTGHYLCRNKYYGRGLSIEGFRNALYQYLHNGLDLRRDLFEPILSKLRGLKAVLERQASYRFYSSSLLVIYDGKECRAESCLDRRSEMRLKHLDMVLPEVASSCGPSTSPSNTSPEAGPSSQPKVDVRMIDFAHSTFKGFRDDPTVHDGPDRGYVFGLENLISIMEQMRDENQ
#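 ADP-Glo luminescence measures ADP made by human IP6K1 during a 2 h RT reaction with ATP/IP6 (mix at 1.3 mM/130 uM); top library doses 57.5 and 19.1 uM final.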
# Luciferase inh = blocks purified firefly luciferase enzyme activity | P08659 | Potency, µM (titrated, usually from 115 µM), for the others: at the top dose activity change, negative = inhibition, actives largely listed as inhibitors | hit rate 2.5% among 76,000 | AID 1347043 | purified P. pyralis luciferase, luminescence, biochemical; further: potency means the concentration at half of the fitted maximal effect; nearly all actives have a fitted effect of over 65% in size
# Target sequence (P08659 whole entry, looked up): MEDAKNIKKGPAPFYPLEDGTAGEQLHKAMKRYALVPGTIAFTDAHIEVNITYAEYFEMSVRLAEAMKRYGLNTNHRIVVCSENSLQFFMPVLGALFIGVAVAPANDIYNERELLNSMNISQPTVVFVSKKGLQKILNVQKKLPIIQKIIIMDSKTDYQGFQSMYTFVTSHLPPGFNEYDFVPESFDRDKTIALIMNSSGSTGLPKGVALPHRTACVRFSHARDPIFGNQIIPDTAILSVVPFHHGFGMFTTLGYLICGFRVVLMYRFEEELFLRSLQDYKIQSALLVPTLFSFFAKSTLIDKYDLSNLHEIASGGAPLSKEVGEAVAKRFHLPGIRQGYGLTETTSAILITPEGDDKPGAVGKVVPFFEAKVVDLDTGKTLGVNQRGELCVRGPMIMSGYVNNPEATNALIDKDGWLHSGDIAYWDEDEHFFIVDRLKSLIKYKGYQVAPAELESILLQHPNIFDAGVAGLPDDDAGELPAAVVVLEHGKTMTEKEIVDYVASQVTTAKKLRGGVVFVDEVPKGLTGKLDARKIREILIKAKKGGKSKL
#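 Luminescence read by CCD imaging after purified firefly luciferase (10nM final) was added to substrate buffer holding 10uM D-luciferin and 10uM ATP, pH 7.5, pre-dosed with compound.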
# SNCA expr inh = SNCA gene expression inhibition. hit rate 0.17% among 140,000. Potency, µM (doses to about 57.2 µM), for the others: at the top dose activity change, negative = inhibition, actives largely listed as inhibitors. HEK-293 SNCA-luciferase knock-in, luminescence, 24 h;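 further: potency means the concentration at half of the fitted maximal effect; plate controls were DMSO cells for no effect and cell-free wells for full effect; nearly all actives have a fitted effect of over 45% in size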
# NIH3T3 tox = cytotoxic compounds in NIH 3T3 cells; NIH 3T3 viability, CellTiter-Glo ATP luminescence, 48-72 h; Potency, µM (highest dose often 96.7 µM), without a hit: at the top dose activity change, negative = cytotoxicity, most hits filed as inhibitors; hit rate 4.3% among 94,000; AID 1345082; further: potency means the concentration at half of the fitted maximal effect; nearly all actives have a fitted effect of over 55% in size
#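 First NIH 3T3 cells are plated at 400 cells/well; next compound is pinned in; then plates incubate 48 or 72 hr at 37 °C; finally CellTiter-Glo is added and luminescence read after 10 min.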
# HEK293 viab = counter-screen for SNCA expression inhibitors: cell viability; HEK-293-SNCA-luc viability, GF-AFC fluorescence, 24 h; Potency, µM (doses to about 57.1 µM), without a hit: top-dose activity change, negative = cytotoxicity, hits mostly cytotoxic; hit rate 0.12% among 150,000; AID 1671193;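 further: potency means the concentration at half of the fitted maximal effect; 0% = DMSO-treated cells and -100% = medium-only wells without cells; nearly all actives have a fitted effect of over 30% in size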
#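 Cytotoxicity counterscreen: after 24 h compound treatment of genome-edited SNCA-luciferase HEK-293 cells, live-cell protease substrate GF-AFC read by fluorescence after 30 min; activity scaled between DMSO (0%) and medium-only (-100%), curves Hill-fitted.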
# GPT2 inhibitor = blocks human glutamate pyruvate transaminase 2 | Q8TD30 | hit rate 0.25% among 100,000 | Recombinant GPT2, coupled pyruvate oxidase/HRP Amplex Red fluorescence | Potency, µM (series often up to 57.7 µM), inactives show at the top dose activity change, negative = inhibition, usual class: inhibitors | AID 1671188; further: potency means the concentration at half of the fitted maximal effect; nearly all actives have a fitted effect of over 60% in size; many of its hits are not listed in these tables
#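 Inhibition is scored from Amplex Red fluorescence generated when pyruvate oxidase and HRP act on pyruvate released by GPT2. Reactions contain 10ng/uL enzyme, 250uM a-KG and 2mM L-alanine and run 30 min at room temperature.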
# An asterisk follows results filed as active; i = inactive; ? = inconclusive; . = not tested or not shown; & = joins results of further samples; [ ] = remark or other dose. Unless noted, the call rests on the fitted dose curve; in most records, active means well fitted curve in the direction sought with a large enough effect; inconclusive means small, poorly fitted or top-dose-only effect, or another doubt; inactive means no such curve, though single readings can be large; an effect the other way counts as inactive or inconclusive. Unless noted, on the % scale 0 is the no-effect control and ±100 the full control effect. The list is partial. The share of hits here may be higher or lower than overall.
(1) CN1CCC(c2cn(C)c3ccc(OS(=O)(=O)c4c(F)cccc4F)cc23)CC1
(2) COCC1CN(C(C)=O)CC12CCN(C(=O)c1cc3ccccc3[nH]1)CC2 (stereo unspecified)
(3) COC[C@]1(O)CCN(C(=O)CSCc2ccccc2C)CC1(C)C
(4) COc1cc(C)ccc1OCC(=O)c1ccc2c(c1)N(CCCC(=O)N1CCOCC1)C(=O)CO2
(5) CC1(c2ccccc2)N(Cc2ncccn2)C(=O)OC12CCN(C(=O)Cc1ccc3c(c1)OCO3)CC2 (stereo unspecified)
(6) Cc1noc2c(NCCCn3ccnc3)cc(-c3ccc(Cl)cc3)nc12
(7) O=C(NCc1ccc(Cl)cc1)[C@@H]1Cc2nc[nH]c2CN1Cc1ccc(Cl)cc1
(8) CCc1cc2c(cc3c(=O)n(CC(=O)N4CCCCC4)ncn32)s1

screen / no.	1	2	3	4	5	6	7	8
HEK cytotox	.	0%	-11%	2%	-19%	?	32µM*	.
IP6K1 inh	15	12	22	-10	-4	-6	10	10
Luciferase inh	.	?	?	-10%	-7%	-4%[172 µM]	-3%[172 µM]	.
SNCA expr inh	.	112%[activator]	82%[activator]	9%	0%	-28%[87.6 µM]	?	36%[activator]
NIH3T3 tox	.	-15%	-4%	i	40µM*	?	45µM*	.
HEK293 viab	6%	-5%	9%	?	12%	-13%[87.6 µM]	?	-7%
GPT2 inhibitor	5%	-8%	-5%	2%	i	4%[88.5 µM]	1%[88.5 µM]	.

(9) COc1ccc(-n2nc(C3CCCN(C(=O)c4ccc(C)cc4)C3)[nH]c2=O)cc1 (stereo unspecified)
(10) CCC(=O)N1c2ccccc2CC1C(=O)NCCc1ccc(OC)cc1OC (stereo unspecified)
(11) O=C(Cc1ccc(F)cc1)N1CCC(C(=O)N2CCC(N3CCCC3=O)CC2)CC1
(12) O=C(c1ccccc1)N1CCC(N2CCCCCC2=O)CC1
(13) Cc1nn(-c2ccccc2)c2c1C(C)N(C1CN([S+](=O)([O-])c3ccccc3)C1)C2=O (stereo unspecified)
(14) COc1ccc(-c2cn3cc(C(=O)NCc4ccc(F)cc4)nc3s2)cc1
(15) Cc1cc(CN(C)c2cc(C3CC(O)C3)ncn2)n[nH]1 (stereo unspecified)
(16) CN1C[C@H](NC2CCC2)CCC[C@@H](C(=O)N(C)Cc2cccnc2)CC1=O

screen / no.	9	10	11	12	13	14	15	16
HEK cytotox	-21%	.	0%	i	?	?	-3%	3%[172 µM]
IP6K1 inh	-11	7	-2	13	13	-3	10	4
Luciferase inh	-1%	.	.	-4%[172 µM]	.	.	-11%	-8%[172 µM]
SNCA expr inh	17%	6%	32%[activator]	-20%[87.6 µM]	.	-8%	-7%	-8%[87.6 µM]
NIH3T3 tox	-14%	.	i	-4%[138 µM]	?	?	-25%	-2%[174 µM]
HEK293 viab	0%	-14%	-8%	5%[87.6 µM]	.	-7%	2%	-2%[87.6 µM]
GPT2 inhibitor	-4%	.	1%	-2%[88.5 µM]	.	-10%	3%	2%[88.5 µM]

(17) Cc1cc(C)n2nc(SCC(=O)Nc3ccccc3)nc2n1
(18) O=C(NCc1ccccc1F)c1cn2cc(-c3cccc(C(F)(F)F)c3)sc2n1
(19) COc1ccc(CNC(=O)C(C)Sc2nc(-c3ccccc3)cc(C(F)(F)F)n2)cc1 (stereo unspecified)
(20) CCOc1cc2sc(N3CCC(C(=O)Nc4ccccc4C(=O)OC)CC3)nc2cc1Br
(21) O=C1Nc2ccccc2C12CCN(Cc1ccc(F)cc1)C2 (stereo unspecified)
(22) COc1ccc(C2CC(=O)c3cc(-c4nc(-c5cccc([N+](=O)[O-])c5)cs4)c(=O)n(-c4ccccc4C)c3C2)cc1 (stereo unspecified)
(23) COc1ccc(C)cc1NC(=O)C1CCC(CNS(=O)(=O)c2ccc3c(c2)CCCC(=O)N3)CC1 (stereo unspecified)
(24) COc1ccc(C2(O)c3c(ccc4c3OC(C)(CCC=C(C)C)C=C4)NC(=O)C2OC)cc1 (stereo unspecified)

screen / no.	17	18	19	20	21	22	23	24
HEK cytotox	.	?	.	.	?	.	.	.
IP6K1 inh	17	1	44	-6	-17	3	10	-6
Luciferase inh	.	.	.	.	.	.	.	.
SNCA expr inh	-2%	-15%	57%[activator]	-1%	3%	-8%	-11%	.
NIH3T3 tox	.	?	.	.	-16%	.	.	.
HEK293 viab	9%	-8%	-2%	0%	-7%	6%	-3%	-11%[23.9 µM]
GPT2 inhibitor	.	0%	.	.	1%	.	.	2%[27.3 µM]

(25) Cc1cccc(Nc2nc(-c3ccncc3)cs2)c1
(26) O=C(CC1CCOCC1)N1CCN(Cc2cccc(F)c2)CC1
(27) O=C(Nc1ccc(S(=O)(=O)Nc2ccccc2Cl)c(Cl)c1)c1ccccn1
(28) CCc1ccc(NC(=O)c2cc3c([nH]c2=O)CC(C)(C)CC3=O)cc1
(29) COc1ccc(-c2cc3c(c(OC)c2)OCCNC3)nn1
(30) CC(C)CCN1CC(C(=O)NCCc2ccncc2)C2(CCOCC2)C1 (stereo unspecified)
(31) O=C(c1nnn2c1COC(c1ccccc1)C2)N1CCN(C(=O)c2cccc3[nH]ccc23)CC1 (stereo unspecified)
(32) Cc1cccc(C(=O)N2C[C@@H](COc3ccccc3)[C@H](C(N)=O)C2)n1

screen / no.	25	26	27	28	29	30	31	32
HEK cytotox	.	9%	.	.	-1%	i	?	-17%
IP6K1 inh	-3	11	-9	0	4	18	-2	13
Luciferase inh	.	-5%	.	.	-4%	0%	4%	-8%
SNCA expr inh	93%[activator]	-15%	.	20%	-3%	22%	-1%	-9%
NIH3T3 tox	.	i	.	.	-2%	i	?	-13%
HEK293 viab	6%&1%	5%[12.5 µM]	1%	5%	3%	5%	-10%	0%
GPT2 inhibitor	-5%	i	1%	.	i	1%	i	?

# A portion taken from the entries so far, for reference:
(31) O=C(c1nnn2c1COC(c1ccccc1)C2)N1CCN(C(=O)c2cccc3[nH]ccc23)CC1 (stereo unspecified)
(32) Cc1cccc(C(=O)N2C[C@@H](COc3ccccc3)[C@H](C(N)=O)C2)n1

screen / no.	31	32
HEK cytotox	?	-17%
IP6K1 inh	-2	13
Luciferase inh	4%	-8%
SNCA expr inh	-1%	-9%
NIH3T3 tox	?	-13%
HEK293 viab	-10%	0%
GPT2 inhibitor	i	?

# (listing goes on)
(33) Cc1n[nH]nc1C(=O)N1C[C@H](CO)C[C@H](CN(C)C)C1
(34) COc1ccccc1C(=O)NCCC1CCN(C(=O)Nc2ccc(C)cc2)CC1
(35) C[C@@H]1O[C@@H](O[C@H]2[C@H](O[C@H]3CC[C@@]4(C)C(CC[C@]5(C)C4CC=C4[C@@H]6CC(C)(C)CC[C@]6(C(=O)O[C@@H]6OC[C@H](O)[C@H](O)[C@H]6O[C@@H]6O[C@@H](C)[C@H](O[C@@H]7O[C@H](CO)[C@@H](O)[C@H](O)[C@H]7O)[C@H](O)[C@H]6O)[C@H](O)C[C@]45C)C3(C)C)O[C@H](CO)[C@@H](O[C@@H]3OC[C@@H](O)[C@H](O)[C@H]3O)[C@@H]2O)[C@H](O)[C@H](O)[C@H]1O (stereo partly specified)
(36) COc1ccc(CN2CCCC23Cc2ccccc2CNC3=O)c(O)c1 (stereo unspecified)
(37) O=C(CCC[C@@H]1[C@H]2CCCN3CCC[C@@H](CN1C(=O)c1ccsc1)[C@@H]23)N1CCOCC1
(38) COc1ccc(NC(=O)Cn2c(=O)n(-c3cccc(C)c3)c(=O)c3c2c2cc(C)ccc2n3C)cc1Cl
(39) CCCNC(=O)N1CCC(Cc2noc(C3CCOCC3)n2)C1 (stereo unspecified)
(40) CC(C)N(Cc1nccn1C)C(=O)CC(c1ccccc1)c1ccccc1F (stereo unspecified)

screen / no.	33	34	35	36	37	38	39	40
HEK cytotox	-4%	?	.	-13%	2%	.	5%	?
IP6K1 inh	-6	5	4	-7	14	-1	4	23
Luciferase inh	11%	?	.	.	0%	.	.	1%
SNCA expr inh	-29%	66%[activator]	.	-10%	3%	0%	6%	?
NIH3T3 tox	-3%	-19%	.	-2%	i	.	-10%	-25%
HEK293 viab	2%	-3%	-4%[12.5 µM]	3%	-6%	5%	10%	-11%
GPT2 inhibitor	i	-6%	4%[11.5 µM]	-6%	5%	.	4%	i

(41) Cc1nn(-c2ccc(C(C)(C)C)cc2)c(C)c1[C@@H]1C=C[C@@H](NC(=O)NC(C)C)C1
(42) CN1C[C@@H](NC(=O)Nc2cccc(C(F)(F)F)c2)C[C@H]1c1nc(-c2cnccn2)no1
(43) COc1ccc(NC(C)=O)cc1NC(=O)C[C@H]1NC(=O)c2ccccc2NC1=O
(44) Cc1cccc(NC(=O)c2cc(S(=O)(=O)N3CCCCCC3)cn2C)c1C
(45) CCOC(=O)C1CCCN(C(=O)c2ccc3nc(-c4ccccn4)oc3c2)C1 (stereo unspecified)
(46) O=C(CCn1c(=O)c2cccn2c2cccnc21)N1CCN(c2ccc(F)cc2)CC1
(47) CC(=O)N1CCc2cc(S(=O)(=O)NC(Cc3ccccc3)C(=O)NCc3ccccc3Cl)ccc21 (stereo unspecified)
(48) Cc1ccc(Nc2sc(C(=O)c3ccc(F)cc3)c(N)c2S(=O)(=O)c2ccc(C)cc2)cc1

screen / no.	41	42	43	44	45	46	47	48
HEK cytotox	45µM*	i	8%	.	-16%	.	.	.
IP6K1 inh	-15	13	4	-2	14	20	2	4
Luciferase inh	14µM*	-6%[172 µM]	2%	.	.	.	.	.
SNCA expr inh	-15%[87.6 µM]	15%[87.6 µM]	?	-2%	32%[activator]	20%	-22%	?
NIH3T3 tox	45µM*	2%[174 µM]	?	.	-27%	.	.	.
HEK293 viab	?	-3%[87.6 µM]	-7%	5%	4%	-5%	-24%	-12%
GPT2 inhibitor	i	-3%[88.5 µM]	i	.	i	.	.	.

(49) Cc1ccc(S(=O)(=O)CC(=O)Nc2nc3c(C)cc(C)cc3s2)cc1
(50) COCc1oc2ccc(NS(=O)(=O)c3ccc(C)cc3)cc2c1C(=O)OC
(51) CCCC1CCCN1C(=O)c1coc(COc2ccc3ccc(OC)cc3c2)n1 (stereo unspecified)
(52) CCOc1ccc(CNC(=O)c2ccc(NC(=O)c3nsc4ccccc34)cc2)cc1
(53) COc1ccc(S(=O)(=O)NC(C)C)cc1-n1cnnn1
(54) Cc1nc(CN2CCN(C(=O)C(c3ccccc3F)N(C)C)CC2)cs1 (stereo unspecified)

screen / no.	49	50	51	52	53	54
HEK cytotox	.	.	?	.	.	4%
IP6K1 inh	12	-16	-6	-7	-17	15
Luciferase inh	.	.	-6%	.	.	0%
SNCA expr inh	0%	-17%	-17%	9%	?	-7%
NIH3T3 tox	.	.	?	.	.	1%
HEK293 viab	-2%	-1%	5%	6%	6%	-3%
GPT2 inhibitor	.	.	i	.	.	i
